Screening data from PubChem.
Mdm2 ligase inh: MDM2-luciferase reporter signal enhancers, primary screen, MDM2 E3 ligase inhibitor project, cell-based, luminescence, 1536-well; signal enhancement, % at 5 µM; E3 ubiquitin-protein ligase Mdm2 (Homo sapiens), Q00987; AID 1230, 2008; 210,000 tested, 0.11% active; cell-based MDM2 ubiquitination luciferase reporter, 2 h; 0 = plate control, 100 = twice control, blank-subtracted;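 active = signal enhancement of 30% or more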;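 note: luminescence tracks abundance of the self-degrading MDM2-luciferase fusion protein; higher signal means inhibition of MDM2 E3 ligase activity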
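Assay system: stable mammalian line carrying autodegrading MDM2–luciferase fusion reporter; Input: 2000 cells in each well; Compound dosing: single-point 5 µM; Schedule: 2 h compound exposure at 37 °C; Signal: SteadyLite luciferase luminescence after 15 min room-temperature reagent incubation; Evaluation: % luminescence enhancement versus blank-corrected plate control mean; Benchmarks: plate controls and plate blanks.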
p97 ATPase inh: inhibitors of human p97 ATPase, primary screen, biochemical | Transitional endoplasmic reticulum ATPase (Homo sapiens), P55072 | recombinant p97 ATPase, Kinase-Glo ATP luminescence, 3 h | inhibition, % at 8 µM | 220,000 tested, 0.42% active; in the data active = inhibition above about 15%;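 note: 0% = DMSO vehicle and 100% = wells lacking enzyme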
Target sequence (P55072 whole entry, looked up): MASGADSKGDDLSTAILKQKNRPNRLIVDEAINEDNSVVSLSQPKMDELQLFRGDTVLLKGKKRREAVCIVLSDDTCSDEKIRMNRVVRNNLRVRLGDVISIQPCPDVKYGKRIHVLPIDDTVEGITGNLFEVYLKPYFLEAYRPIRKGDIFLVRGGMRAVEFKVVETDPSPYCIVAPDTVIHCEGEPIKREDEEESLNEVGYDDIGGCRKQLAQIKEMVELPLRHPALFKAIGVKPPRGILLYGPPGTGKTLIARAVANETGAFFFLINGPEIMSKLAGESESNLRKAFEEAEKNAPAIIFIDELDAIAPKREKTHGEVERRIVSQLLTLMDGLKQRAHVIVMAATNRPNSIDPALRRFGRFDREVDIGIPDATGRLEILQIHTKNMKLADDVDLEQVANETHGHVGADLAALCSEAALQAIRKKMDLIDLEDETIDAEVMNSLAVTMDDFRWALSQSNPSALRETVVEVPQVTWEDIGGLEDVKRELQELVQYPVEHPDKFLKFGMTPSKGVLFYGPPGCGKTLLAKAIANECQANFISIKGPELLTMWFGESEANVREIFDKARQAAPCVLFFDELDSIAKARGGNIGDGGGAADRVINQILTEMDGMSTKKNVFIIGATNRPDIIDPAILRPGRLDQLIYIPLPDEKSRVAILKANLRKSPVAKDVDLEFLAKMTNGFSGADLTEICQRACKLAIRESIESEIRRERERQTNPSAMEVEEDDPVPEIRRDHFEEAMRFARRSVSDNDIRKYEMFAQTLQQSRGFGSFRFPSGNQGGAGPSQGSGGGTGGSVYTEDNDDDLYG
NPY-Y2 PAM-ag: NPY-Y2 potentiators or agonists, primary screen, cell-based; activation, % at 3.6 µM; cells expressing NPY-Y2, potentiator/agonist read-out; Neuropeptide Y receptor type 2 (Homo sapiens), P49146; 220,000 tested, 0.45% active; AID 1359, 2008; in the data active = activation above about 27%;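 note: cells stimulated with NPY near EC25 plus isoproterenol at EC100; 0% = vehicle plus submaximal agonist and 100% = vehicle plus saturating agonist; some results beyond the cut were filed as inactive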
NPY Y1 blocker: NPY-Y1 receptor antagonists, primary screen, cell-based | Neuropeptide Y receptor type 1 (Homo sapiens), P25929 | HEK293-CNG Y1 cells, membrane potential fluorescence; NPY at EC95, then isoproterenol | inhibition, % at 3.6 µM | 200,000 tested, 1% active;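 active = inhibition above the campaign mean inhibition of all tested compounds plus 3 SD, cut at about 20% in these data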;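 note: 0% = DMSO wells given NPY plus isoproterenol and 100% = isoproterenol alone without NPY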
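Material: HEK293 Y1/CNG channel cell line | Also added: NPY (25 nM), isoproterenol (1 µM), Ro 20-1724 (25 µM) | Compound: One concentration, 3.6 µM, in 0.4% DMSO | Schedule: 3 h dye uptake, 1 h room-temperature compound, 45 min post-isoproterenol | Signal: Membrane-potential fluorescent dye readout | Read-out: % inhibition of NPY effect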
Runt-CBFb FRET: inhibitors of RUNX1 Runt–CBFb binding, primary screen, biochemical, FRET, Cerulean-Runt, Venus-CBFb, uHTS; 220,000 tested, 0.46% active; Runt-related transcription factor 1 (Homo sapiens) + Core-binding factor subunit beta …; Cerulean-Runt/Venus-CBFb FRET ratio 530/480, 1 h; inhibition, % at 20 µM;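 active = inhibition over about 50% at 20 µM in the single-dose screen, limit read from the data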;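 note: 0% = DMSO wells and 100% = excess unlabeled CBFb competitor control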
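Assay system: Cerulean-Runt domain fusion protein, energy donor; Signal: fluorescence energy transfer, 422 nm excitation, 530/480 nm emission; Timing: 1 h compound exposure, room temperature; Control set: unlabeled CBFb; Medium: Tris buffer pH 7.5 with salts and BSA; Compound: single test concentration of 20 µM, 1% DMSO final; Probe or stimulus: Venus-CBFb 100 nM.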
Runt-SMMHC FRET: inhibitors of RUNX1 Runt–CBFb-SMMHC binding, primary screen, biochemical, FRET, Cerulean-Runt, Venus-CBFb-SMMHC, uHTS; Runt-related transcription factor 1 (Homo sapiens) + Core-binding factor subunit beta …; Cerulean-Runt/Venus-CBFb-SMMHC FRET ratio 530/480, 1 h; inhibition, % at 20 µM; 220,000 tested, 0.74% active; AID 1434, 2008;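 active = mean inhibition across duplicate retests at 20 µM reaching about 50%, limit read from the data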;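 note: 0% = DMSO wells and 100% = wells with excess untagged CBFb-SMMHC; inhibitors lower the FRET ratio by blocking Runt binding to CBFb-SMMHC; some results filed as inactive read as strong as hits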
Hck-Nef inh: inhibitors of Nef-activated human Hck kinase, primary screen, biochemical, Z-Lyte FRET, 384-well, Hck-YEEI. 220,000 tested, 0.68% active. Recombinant Hck-YEEI plus Nef, Z-Lyte FRET kinase assay. inhibition, % at 20 µM. AID 463187, 2010;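 active = Hck-Nef kinase inhibition above about 50%, limit read from the data; inactive = inhibition below that limit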;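 note: 0% = DMSO with Hck plus Nef and 100% = Hck alone without Nef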
RBBP9 inhibitor: human RBBP9 inhibitors, primary screen, biochemical, fluorescence polarization, FP-Rh probe, HTS; Serine hydrolase RBBP9 (Homo sapiens), O75884; recombinant RBBP9; inhibition, % at 7.94 µM; 220,000 tested, 0.2% active; AID 1515, 2009;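 active = inhibition above the campaign mean of all tested compounds plus 3 SD, cut at about 14% in these data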;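 note: plate controls were DMSO wells with RBBP9 for no effect and wells lacking RBBP9 protein for full effect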
Target sequence (O75884 whole entry, looked up): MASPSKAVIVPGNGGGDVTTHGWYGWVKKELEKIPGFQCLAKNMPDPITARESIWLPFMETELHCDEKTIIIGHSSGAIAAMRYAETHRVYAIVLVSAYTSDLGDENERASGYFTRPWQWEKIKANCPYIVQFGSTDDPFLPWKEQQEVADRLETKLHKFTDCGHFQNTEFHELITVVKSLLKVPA
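System: RBBP9 protein | Quantity: 2.5 µM RBBP9 dispensing solution, before mixing | Reagent: FP-Rh probe, 375 nM dispensing solution | Timing: Enzyme-compound preincubation 30 min, then probe labeling 45 min, 25 °C | Measured by: Fluorescence polarization | Read-out: % inhibition | Replication: One well per compound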
NPY1 pot ag: NPY-Y1 receptor potentiators or agonists, primary screen, cell-based | Neuropeptide Y receptor type 1 (Homo sapiens), P25929 | NPY-Y1 expressing cells, potentiator/agonist activation | activation, % at 3.6 µM | 220,000 tested, 0.37% active | AID 1304, 2008; in the data active = activation above about 33%, passing the limit was not always enough;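 note: cells stimulated with NPY at EC10 then isoproterenol at EC100; 0% = low agonist plus stimulus and 100% = saturating agonist plus stimulus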
The depositor's hits bear a star; · = not tested or not shown. Hits appear at their usual frequency (roughly 3.5% active in at least one column).

SMILES	Mdm2 ligase inh	p97 ATPase inh	NPY-Y2 PAM-ag	NPY Y1 blocker	Runt-CBFb FRET	Runt-SMMHC FRET	Hck-Nef inh	RBBP9 inhibitor	NPY1 pot ag
COc1cc(NC(=O)c2ccccc2)cc(OC)c1	-3	3	5	-3	-1	-8	-4	-2	19
Cc1cc(C)nc(N2CCN(C(=O)CCC(=O)Nc3nnc(C(C)C)s3)CC2)n1	-4	-3	-14	·	2	1	7	5	-5
CCN(Cc1ccncc1)C(=O)CSc1ccc2ccccc2c1	-8	0	-5	1	0	-4	-4	-6	-2
CCn1c(O)c(N=NC(=O)c2cccnc2)c2cc(Br)ccc21	-9	9	3	·	-1	1	17	-8	13
O=C(NCc1cccnc1)c1cccnc1Sc1ccc(Cl)cc1	-23	-2	-8	1	0	-2	0	-2	0
Cc1cc(Oc2ccc(Br)cc2)nc(SCC(=O)c2ccccc2)n1	-2	-3	-56	52*	-5	-1	1	-9	-72
Cc1ccc(N=c2c([N+](=O)[O-])nn(-c3ccc4c(c3)OCCO4)n2O)cc1F	-6	7	-2	6	-4	2	7	4	-23
CC(=O)N1CCc2c(sc(NC(=O)C3CC3)c2-c2nc3ccccc3s2)C1	-14	-3	11	-2	6	-16	3	-7	-7
O=C(CCn1nc(-c2ccc(Cl)cc2)ccc1=O)N1CCOCC1	-15	-4	9	7	2	5	1	-10	4
O=C(CSc1nc(Cc2ccccc2)nc2ccccc12)Nc1ccc2c(c1)OCCO2	3	10	-8	-15	-4	2	4	-2	25
COc1ccccc1NC(=S)NCC1CCC(CNC(=S)Nc2ccccc2OC)CC1 (stereo unspecified)	-12	6	11	·	0	2	8	0	4
Cc1ccccc1-n1c(=O)cc(N2CCN(Cc3ccccc3)CC2)[nH]c1=O	-4	5	16	-2	1	-8	0	-2	4
CN1CCN(c2ccc(C(=O)c3ccc(Br)cc3)cc2[N+](=O)[O-])CC1	3	-3	17	-8	-6	1	24	-6	17
O=C(COC(=O)C1CC(=O)N(Cc2ccccc2)C1)Nc1ccc2c(c1)OCO2 (stereo unspecified)	-13	0	-10	-8	-1	1	3	-11	7
COc1ccc(-n2c(-c3cc(-c4ccccc4)sc3N)n[nH]c2=S)cc1	2	3	24	·	30	20	16	1	23
Cc1ccc(S(=O)(=O)N(C)C)cc1NC(=S)Nc1ccc2[nH]c(=O)[nH]c2c1	-1	6	-7	5	6	-2	27	-3	-7
COc1ccc2c(c1)CCC1=C2NC(=S)NC1c1ccc(N(C)C)cc1 (stereo unspecified)	-9	-4	2	2	-4	-12	19	-4	3
CCOc1ccc(-c2nc3ccccc3c(=O)o2)cc1	-14	2	-1	6	-1	2	21	-2	-4
O=C(Nc1nc2ccc([N+](=O)[O-])cc2s1)c1ccncc1	·	3	18	·	3	-3	23	6	27
CN(CC(CC(=O)Nc1nncs1)c1ccccc1)S(=O)(=O)c1ccc(Br)cc1 (stereo unspecified)	-14	-3	-13	9	0	0	-1	-11	-17
COC(=O)/C(C(C)=O)=C(/C=C/C=C/N(C)C)N(C)C	-13	-1	3	1	13	36	0	11	3
COc1ccc(CN2C(=O)C3C4C=CC(C4)C3C2=O)cc1 (stereo unspecified)	4	5	8	9	0	0	0	-4	-9
CC(=O)Nc1ccc(OC/C=C(\C)Cl)cc1	-26	0	6	0	-1	1	1	5	0
CCN1C(=O)c2ccc(C(=O)Nc3nccs3)cc2C1=O	0	-1	-5	-3	-3	1	9	-6	8
Cc1ccc(NC(=O)CN2C(=O)NC3(CCC(C)CC3)C2=O)c(Cl)c1 (stereo unspecified)	-9	2	6	2	-1	-7	2	-6	13
O=[n+]1cc(-c2ccc(Br)cc2)n([O-])c2c1CCC2	7	3	14	-7	1	-4	2	1	9
CN(C)c1ccc(/C=C/c2nc3ccccc3s2)cc1	-63	-2	12	-4	-73	-180	3	0	9
CC1(C)CC(=O)C=C(NCC(=O)O)C1	-9	1	-1	9	9	23	0	5	-21
COc1ccc([N+](=O)[O-])cc1COc1ccc2c(-c3ccccc3)cc(=O)oc2c1	1	-5	0	1	0	2	3	-7	-23
COc1cc(N(C)C)c(NC(C)=O)cc1C(=O)O	-9	-2	2	-3	0	0	-1	-9	-9
CCn1c(SCC(=O)Nc2cc(OC)c(OC)c(OC)c2)nnc1-c1cccs1	20	3	-9	-5	-3	-9	0	-5	-14
CC(NC(=O)CSc1nc2ccccc2n1CCC#N)c1ccc(F)cc1 (stereo unspecified)	-6	1	1	9	2	1	1	9	3
CCSc1nc(C)c(CCOc2cccc(C)c2)c(=O)[nH]1	4	-3	-2	3	·	3	-4	-7	3
c1ccc(CN2CCC(N=C3NN=C(c4ccc5c(c4)OCCO5)CS3)CC2)cc1	-6	4	-10	8	4	0	23	-6	-17
CCOC(=O)c1c(-c2ccc(Cl)cc2)c(C#N)c(=O)n(N)c1N	-10	3	-15	0	-1	2	2	6	-21
CCOc1ccccc1C1C(C(=O)OC)=C(N)OC2=C1C(=O)CCC2 (stereo unspecified)	-15	8	2	2	1	-3	-3	-6	-7
Cn1c(SCC(=O)N2c3ccccc3CCc3ccccc32)nnc1-c1ccc(O)cc1	-3	8	6	-1	-2	2	5	-8	-37
O=C(OCN1C(=O)c2ccccc2C1=O)C1CCCCC1	-11	-6	-10	4	3	-1	2	-2	13
CCN(CC)CCNCc1cc(Cl)ccc1OCc1ccccc1F	-24	-5	4	24*	0	-5	-14	-1	-22
CCN(CCCNC(=O)CNC(=O)Cn1cnc2ccccc2c1=O)c1cccc(C)c1	-11	-3	2	-3	3	3	-2	-6	5

Whole records from above.
CCN(CCCNC(=O)CNC(=O)Cn1cnc2ccccc2c1=O)c1cccc(C)c1 as listed: Mdm2 ligase inh: -11; p97 ATPase inh: -3; NPY-Y2 PAM-ag: 2; NPY Y1 blocker: -3; Runt-CBFb FRET: 3; Runt-SMMHC FRET: 3; Hck-Nef inh: -2; RBBP9 inhibitor: -6; NPY1 pot ag: 5
CCSc1nc(C)c(CCOc2cccc(C)c2)c(=O)[nH]1 as listed: Mdm2 ligase inh: 4; p97 ATPase inh: -3; NPY-Y2 PAM-ag: -2; NPY Y1 blocker: 3; Runt-CBFb FRET: ·; Runt-SMMHC FRET: 3; Hck-Nef inh: -4; RBBP9 inhibitor: -7; NPY1 pot ag: 3

Remaining list, next part
SMILES	Mdm2 ligase inh	p97 ATPase inh	NPY-Y2 PAM-ag	NPY Y1 blocker	Runt-CBFb FRET	Runt-SMMHC FRET	Hck-Nef inh	RBBP9 inhibitor	NPY1 pot ag
Cc1ccccc1NC(=O)Cn1c(=O)sc2ccccc21	7	5	-10	0	1	0	17	-4	8
O=C(O)c1cc(-c2c[nH]c3ccccc23)nc2ccc3ccccc3c12	-21	20*	-5	-2	0	0	16	-2	9
CC(C)CC(O)C1CCN(C(=O)CCc2nnc(-c3ccccc3)o2)CC1 (stereo unspecified)	0	-4	1	10	0	1	22	-4	0
NC(=S)N=Nc1c(O)n(CCCl)c2ccc(Br)cc12	-15	10	-2	·	0	1	6	-7	-1
CCOC(=O)C1=C(C)OC(N)=C(C#N)C1c1cc(SCC)oc1C (stereo unspecified)	-2	3	5	-3	0	0	-3	3	13
O=C(CCNS(=O)(=O)c1cccs1)NCc1cccs1	-12	4	-5	-3	-4	-6	0	-3	23
Cc1ccc(C2C3=C(CCCC3=O)OC3=C2C(=O)CCC3)cc1	·	-7	-3	-2	-1	0	1	-5	7
CCc1cccc(CC)c1NC(=S)N1CCn2cccc2C1c1ccncc1 (stereo unspecified)	-7	4	-3	6	-1	-1	25	4	-16
O=C(O)c1nn(-c2ccccc2)nc1-c1nn(-c2ccccc2)nc1C(=O)O	0	3	-19	31*	-2	-4	1	2	-33
CCc1nnc(NC(=O)CSc2nnc(-c3cccnc3)n2CCc2ccccc2)s1	-2	-2	0	3	3	1	1	-4	1
CNC(=S)N/N=C(\C)c1ccc(Cl)c(Cl)c1	-3	5	-15	1	0	1	-34	-1	-3
Cc1nc(SCC2(C)CC2(Cl)Cl)n[nH]1 (stereo unspecified)	-6	5	7	2	-1	-1	10	-11	18
COc1ccc(/C=N/NC(=O)Cn2nc(C)c([N+](=O)[O-])c2C)cc1	-6	3	-4	2	-1	1	0	-5	10
O=C(Nc1cccnc1)c1ccc(Br)s1	11	0	-4	-9	-1	2	-1	2	4
COc1ccc(CNn2c(-c3cccc(C)c3)nc3ccccc3c2=O)cc1OC	-13	-1	-1	1	-1	-1	2	-1	-28
Cc1cc(C(=O)Cn2nc(C(=O)O)c3ccccc3c2=O)c(C)n1CCc1ccc(F)cc1	-9	5	-15	·	1	2	25	-14	-19
CC(=O)NC(Cc1ccccc1)C(=O)NC1CCN(c2ncccc2[N+](=O)[O-])CC1 (stereo unspecified)	-14	0	5	-2	2	-2	1	2	-15
COc1ccc(-n2nc(C)c3sc(C)nc3c2=O)cc1	-12	6	20	·	1	-2	7	-7	6
Cc1ccc(S(=O)(=O)N(C)C)cc1NC(=O)/C=C/c1cccs1	10	4	2	11	0	2	0	-2	-2
COc1ccc2c(c1[N+](=O)[O-])CCC/C2=N/OC(=O)c1cccc2ccccc12	2	1	4	0	3	1	1	0	2
CCOC(=O)c1sc2cc([N+](=O)[O-])cc(SCC(=O)OC)c2c1N	-24	-5	-3	7	29	25	1	-5	-6
O=C(Cn1ccc2ccccc2c1=O)NCCC(=O)N1CCN(c2cccc(Cl)c2)CC1	-5	1	4	3	-5	2	2	-4	-3
CC1(C)CC2(CCO1)C(Nc1ccccc1)=NC(=S)N2c1ccccc1 (stereo unspecified)	-19	-4	-27	·	0	0	3	0	-27
